IL-2 act: IL-2 activation. activation, % (series mostly up to about 46 µM). hit rate 0.065% among 360,000. IL-2 activation reporter assay, cell-based qHTS; stimulated with anti-CD3/CD4/CD28 beads; in transgenic mouse T cells; in the data active means activation above about 50%; inconclusive means mostly about 30% to 49%; further: 0% is about no effect
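Readout is EGFP and DsRed signal by fluorescent plate cytometry after 18 h at 37 degrees C. Transgenic mouse T cells (750/well) received compound for 60 min before bead stimulation (anti-CD3, anti-CD4, anti-CD28); memory T cells served as non-tolerant control.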
EPAC1 antagonist: antagonists of human EPAC1; O95398; EPAC1 GEF assay, Rap1b-BODIPY-GDP exchange fluorescence; Potency, µM (series often up to 115 µM), without a hit: at the highest dose activity change, negative = inhibition, actives largely listed as inhibitors; hit rate 0.14% among 360,000; AID 720709;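 further: potency means the concentration at half of the fitted maximal effect; plate controls were vehicle for no effect and positive control for full effect; nearly all actives have a fitted effect of over 50% in size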
EPAC1 ag: activates human EPAC1 exchange factor | EPAC1 agonist qHTS, biochemical assay; response scale: 100% = response to 6.5 mM cAMP | Potency, µM (doses to about 154 µM), without a hit: top-dose activation, actives largely listed as activators | hit rate 0.073% among 360,000 | AID 720707; further: potency means the concentration at half of the fitted maximal effect; nearly all actives have a fitted effect of over 60% in size
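Nucleotide exchange assay: 100 nM EPAC1 with 250 nM Rap1B loaded with BODIPY-GDP and 50 uM GDP, room temperature. Fluorescence (480/540 nm) read every 5 min for 30 min; signal change normalized to 6.5 mM cAMP as full agonist.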
EPAC2 agonist: agonists of human EPAC2 (RAPGEF4). AID 720711. Potency, µM (series often up to 154 µM), for inactives: at the top dose activation, hits mostly activators. EPAC2 activation, biochemical qHTS; response scale: 100% = 6.5 mM cAMP response. Q8WZA2. hit rate 0.079% among 360,000; further: potency means the concentration at half of the fitted maximal effect; nearly all actives have a fitted effect of over 50% in size
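EPAC2 (100 nM) mixed with Rap1B loaded with BODIPY-GDP (250 nM) plus 50 uM unlabeled GDP; compounds pinned in, 5 min RT, then read every 5 min for 30 min (ex 480, em 540 nm). Normalized to cAMP control.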
PLK1 PBD block: PLK1 (human) polo-box domain binding inhibition. hit rate 2.8% among 360,000. P53350. Potency, µM, for the others: max response, negative = inhibition, hits mostly inhibitors. Plk1 PBD binding of FITC phosphopeptide, fluorescence polarization; further: potency means the concentration at half of the fitted maximal effect; series mostly up to about 57 µM; on the % scale 0 is the no-effect control and ±100 the full control effect; nearly all actives have a fitted effect of over 65% in size
WRN inhibitor: WRN helicase (human) inhibition; Q14191; WRN helicase unwinding, fluorescent forked duplex, kinetic; Potency, µM (top dose mostly 114 µM), inactives show at the top dose activity change, negative = inhibition, usual class: inhibitors; hit rate 0.46% among 360,000; further: potency means the concentration at half of the fitted maximal effect; on the % scale 0 is the no-effect control and ±100 the full control effect; nearly all actives have a fitted effect of over 55% in size
Target sequence (Q14191 whole entry, looked up): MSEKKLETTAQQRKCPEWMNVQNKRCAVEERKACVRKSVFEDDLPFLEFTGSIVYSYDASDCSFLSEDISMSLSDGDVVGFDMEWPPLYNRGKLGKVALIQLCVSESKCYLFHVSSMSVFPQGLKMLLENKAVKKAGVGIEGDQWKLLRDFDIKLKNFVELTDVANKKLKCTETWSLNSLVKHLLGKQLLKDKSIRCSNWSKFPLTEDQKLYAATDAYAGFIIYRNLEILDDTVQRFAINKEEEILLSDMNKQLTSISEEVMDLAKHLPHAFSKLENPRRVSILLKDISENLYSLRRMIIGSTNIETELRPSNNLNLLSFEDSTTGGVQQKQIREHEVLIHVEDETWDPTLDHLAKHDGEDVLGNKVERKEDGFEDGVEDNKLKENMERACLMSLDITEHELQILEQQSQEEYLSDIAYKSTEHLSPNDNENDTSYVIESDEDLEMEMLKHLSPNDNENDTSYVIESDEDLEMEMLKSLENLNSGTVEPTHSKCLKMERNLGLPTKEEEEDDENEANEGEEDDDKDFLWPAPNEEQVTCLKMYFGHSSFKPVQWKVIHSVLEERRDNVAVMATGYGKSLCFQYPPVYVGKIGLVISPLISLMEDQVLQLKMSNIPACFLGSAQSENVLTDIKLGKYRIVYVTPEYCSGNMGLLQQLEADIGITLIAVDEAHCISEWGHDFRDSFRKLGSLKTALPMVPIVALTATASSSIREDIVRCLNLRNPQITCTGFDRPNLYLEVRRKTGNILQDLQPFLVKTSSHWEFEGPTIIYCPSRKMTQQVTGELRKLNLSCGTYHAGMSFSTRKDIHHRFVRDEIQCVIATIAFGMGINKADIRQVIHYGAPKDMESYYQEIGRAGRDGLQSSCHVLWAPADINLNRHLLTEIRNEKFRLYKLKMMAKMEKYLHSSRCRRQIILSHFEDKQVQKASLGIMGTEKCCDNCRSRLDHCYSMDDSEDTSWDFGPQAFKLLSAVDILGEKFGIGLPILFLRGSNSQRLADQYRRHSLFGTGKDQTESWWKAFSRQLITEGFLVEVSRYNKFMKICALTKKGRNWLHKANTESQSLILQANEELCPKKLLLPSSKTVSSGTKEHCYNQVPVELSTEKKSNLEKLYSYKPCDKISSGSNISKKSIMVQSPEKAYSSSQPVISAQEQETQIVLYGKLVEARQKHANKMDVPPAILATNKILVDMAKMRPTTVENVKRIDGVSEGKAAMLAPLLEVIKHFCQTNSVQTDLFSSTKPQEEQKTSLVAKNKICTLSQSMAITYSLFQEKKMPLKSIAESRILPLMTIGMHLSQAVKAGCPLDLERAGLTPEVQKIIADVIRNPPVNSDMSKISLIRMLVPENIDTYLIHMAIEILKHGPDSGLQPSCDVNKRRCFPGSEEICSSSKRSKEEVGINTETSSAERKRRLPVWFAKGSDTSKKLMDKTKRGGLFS
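Kinetic red-fluorescence monitoring (525/598 nm) tracks WRN helicase activity after 100 nM fluorophore-quencher forked duplex and 2 mM ATP are added to 20 nM enzyme pretreated 15 min at room temperature with compound.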
CCT modulator: changes cytosolic chaperonin activity. purified chaperonin ATPase assay, HTRF ADP detection, 30 min. activity change, % (test concentration not listed), hits read low. hit rate 0.3% among 360,000. AID 651819; in the data active means activity change below about -30%; further: on the % scale 0 is the no-effect control and ±100 the full control effect
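TRiC (40 or 20 nM final, by batch activity) in 30 mM Tris pH 7.4, 100 mM KCl, 5 mM MgCl2, 1 mM DTT was treated with compound at 76 uM single dose, then 10 uM ATP, 30 min at 37 °C. ADP was read by HTRF Transcreener.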
PI5P4Ka inh: PI5P4K alpha (human) kinase inhibition | P48426 | PI5P4Kalpha enzyme, ADP-Glo luminescence, 60 min; stronger effect = lower value | max response, % | hit rate 1.2% among 330,000 | AID 652105; active means max response of -50% or lower; inconclusive means between -30% and -50%; inactive means -30% or higher; further: value at the top dose of about 77 µM; on the % scale 0 is the no-effect control and ±100 the full control effect
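Reactions run in 0.038 M HEPES pH 7.4, 0.28 mM EGTA, 0.1% CHAPS and 5% DMSO, with PI5P4Kalpha, substrate, compound and 5 microM ATP final, one hour at room temperature. Readout is ADP-Glo luminescence.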
Numbers without * were called inactive; ? = inconclusive; · = no result given; [ ] = another dose, or the depositor's remark. Unless noted, the call rests on the fitted dose curve; in most records, active means well fitted curve in the direction sought with a large enough effect; inconclusive means small, poorly fitted or top-dose-only effect, or another doubt; inactive means no such curve, though single readings can be large; an effect the other way counts as inactive or inconclusive. Only part of the results is shown. The share of hits here may be higher or lower than overall.

SMILES	IL-2 act	EPAC1 antagonist	EPAC1 ag	EPAC2 agonist	PLK1 PBD block	WRN inhibitor	CCT modulator	PI5P4Ka inh
O=C(COC(=O)c1cc(Br)ccc1O)Nc1cc(S(=O)(=O)N2CCCC2)ccc1Cl	-1.3	10%	-7%	-1%	-1%	2%	0.7	-6
Cc1nc(SCC(=O)c2ccc(F)c(F)c2)[nH]c(=O)c1Oc1ccc(Cl)cc1	0.0	-6%	-10%	-3%	?	1%	-3.5	0
COc1ccc(F)cc1S(=O)(=O)NCC(=O)NCc1cc(=O)n(C)c(=O)n1C	-4.6	12%	-1%	-5%	-14%	-2%	-0.8	8
COC(=O)c1cc(C)nc(Nc2nc(C(N)Cc3ccc(Cl)cc3)cs2)n1 (stereo not drawn)	-0.3	-21%	-13%	3%	-14%	-1%	-0.8	2
CCN(CC)c1ccc(/C=C2\C(=O)c3ccc(C(=O)O)cc3C2=O)cc1	16	?	6%	7%	6%	40µM*	0.1	-70*
CCc1cccc(NC(=O)COC(=O)c2cc(=O)c3ccccc3o2)c1	-1.1	5%	0%	-9%	-4%	-12%	-0.1	-7
O=C(Cn1nnc(-c2ccc(F)cc2)n1)Nc1ccc2c(c1)OCCO2	-0.5	-11%	-4%	0%	-2%	1%	-2.1	-1
CC(=O)NC1(C(F)(F)F)C(=O)Nc2c1c(=O)[nH]c(=O)n2CC(C)C (stereo not drawn)	-2.6	-7%	8%	12%	-4%	6%	-1.8	3
O=C(Cn1nnc2ccccc21)NNC(=O)c1ccccc1	-1.7	-13%	10%	2%	-5%	-2%	-19	3
Cc1ccc(Cn2cccc(NC(=O)NC3CCCCC3)c2=O)cc1	-1.0	-6%	-1%	7%	-2%	-8%	-4.4	0
CN(C(=O)COC(=O)c1ccc(Cl)c(N)c1)c1ccccc1	-0.3	0%	7%	10%	-12%	-5%	-2.0	-3
Cc1ccc(S(=O)(=O)N2CCC(NC(=O)C3CCCCC3)CC2)cc1	-3.4	3%	-2%	5%	-4%	8%	-2.2	3
CC(=O)Nc1ccc(S(=O)(=O)N2CCNC(=O)C2)cc1	-0.5	-6%	-4%	8%	3%	-6%	4.0	4
CC(C)C#Cc1cnc2c(c1)C(=O)N([C@H](C)CO)C[C@@H](C)[C@H](CN(C)C(=O)Nc1ccccc1F)O2	-0.7	-6%	2%	0%	-7%	-1%	0.4	-3
COc1ccc(C(=O)CN(C(=O)c2ccc(Cl)cc2)N2C(=O)C3CCCCC3C2=O)cc1 (stereo not drawn)	0.1	-2%	7%	2%	-1%	0%	-1.8	·
CCCCC(=O)Nc1ccc(C)c(O)c1	-0.6	5%	-1%	6%	-8%	-6%	1.4	4
CCN(CC)S(=O)(=O)c1ccc(-c2nnc(SCC(=O)Nc3cc(OC)cc(OC)c3)o2)cc1	-0.6	-17%	3%	-3%	-5%	2%	-6.6	1
CC(C)c1nnc(NC(=O)C2CCCN2S(=O)(=O)c2ccc(Cl)cc2)s1 (stereo not drawn)	-1.5	12%	6%	-9%	-8%	6%	-1.9	-1
Cc1cccc(S(=O)(=O)c2c(C)cc(C)nc2Cl)c1	-0.6	-10%	-5%	4%	-5%	-14%	2.8	2
CCc1sc(C(=O)Nc2ccc(N3CCOCC3)cc2)cc1C	0.7	0%	9%	1%	-7%	4%	-1.2	0
COc1ccc(/C(C)=N/OC/C(O)=C(\C#N)c2nc3ccccc3[nH]2)cc1OC	-0.1	-10%	-6%	-9%	-3%	5%[57.1 µM]	-0.1	-3
CCc1ccc(CNc2ccc(O)cc2)cc1	-1.6	8.9µM*	0%	9%	30µM*	45µM*	1.6	-54*
Clc1nnc(Cl)c2c1ncn2Cc1ccccc1	-0.3	8%	3%	10%	-12%	2%	-0.1	1
CCc1ccc(NC(=O)CC2C(=O)N(c3cccc(C)c3)C(=O)N2C2CC2)cc1 (stereo not drawn)	2.2	-11%	-13%	2%	-2%	4%	-0.7	0
O=C(CCC(=O)N1CCSc2ccccc21)NCc1ccccc1	0.1	-13%	-10%	3%	-7%	-2%	-0.8	-4
CC(C)N(C(=O)Cn1cc(SCC(=O)NCC2CCCO2)c2ccccc21)C(C)C (stereo not drawn)	1.5	-14%	-12%	4%	-14%	22%	-6.1	6
CCN(CC)c1ccc(N=Cc2ccccc2[N+](=O)[O-])cc1	-0.2	20%	1%	6%	4%	-35%[57.1 µM]	0.5	-5
NNC(=O)c1cncn1-c1ccc(F)cc1	-0.5	-4%	9%	-4%	-29%	0%	0.0	5
O=C(N/N=C/c1ccc2ncccc2c1)c1cccc([N+](=O)[O-])c1	-0.7	-10%	14%	15%	-4%	-3%[57.1 µM]	-3.9	2
CCOc1ccc(/C=C/C(=O)NCCc2ccc(OC)c(OC)c2)cc1	-0.8	-5%	-1%	-1%	-5%	1%	-0.1	-5
COc1ccccc1N1CCN(C(=O)COc2cc(C)cc(C)c2)CC1	-0.4	-11%	-7%	4%	8%	5%	-0.6	10
CCCC(=O)OCC(=O)NC1CCCc2ccccc21 (stereo not drawn)	-0.3	-5%	0%	8%	-4%	-10%	0.1	7
CC1CCc2[nH]c3ccc(C(=O)N(C)CC(=O)Nc4ccccc4Br)cc3c2C1 (stereo not drawn)	-1.1	-25%	?	-9%	-1%	-13%	3.3	-1
CCC(=O)N1CCc2cc(S(=O)(=O)CCC(=O)Nc3ccc(OC)cc3)ccc21	-0.4	-10%	-13%	3%	3%	9%	1.0	-8
CCNC(=O)C1CCCN(Cc2ccc(OCc3ccccc3)cc2)CC1 (stereo not drawn)	-0.6	27%	-7%	-3%	-8%	-4%[57.1 µM]	1.9	0
CC1=C(C(=O)OCC2CCCO2)C(c2ccccc2)C2=C(CC(C)(C)CC2=O)N1 (stereo not drawn)	0.1	11%	3%	-2%	-3%	?	0.5	4
Cc1ccccc1NC(=O)COc1ccccc1C	-0.5	10%	12%	6%	-3%	0%	0.8	4
O=C(C1=NNCC1c1ccc(Cl)cc1)C1CO1 (stereo not drawn)	-0.4	-5%	2%	5%	-4%	-1%	-0.9	0
COc1ccccc1Cn1c(C)c(C(=O)NCc2cccc(C)c2)sc1=O	1.8	-4%	6%	8%	-11%	0%[57.1 µM]	0.0	3
C=CCOc1nc2c(c(=O)n(C)c(=O)n2C)n1Cc1ccc(Cl)cc1	-0.9	-4%	-1%	-3%	-5%	-2%	-1.5	2
CC(=O)C1=C(C)N(CC2CC2)C(=O)N[C@H]1c1ccccc1	-0.6	-2%	-25%	-2%	5%	1%	-0.7	0
O=C(CN1C(=O)C2(OCCO2)c2ccccc21)c1ccc(F)cc1	-0.2	-2%	14%	14%	-15%	-2%	0.7	·
O=C(O)c1cc([N+](=O)[O-])cc2c1C=Cc1ccccc1O2	0.6	32%[activator]	4%	2%	?	-4%[11.6 µM]	-0.4	-9
CCCCn1c(-c2ccoc2C)n[nH]c1=S	-3.1	10%	-7%	4%	-14%	-12%	1.8	-5
Cn1ccs/c1=N\S(=O)(=O)c1ccc(C(C)(C)C)cc1	-0.4	6%	-3%	-13%	-1%	-3%	0.7	0

3 records picked at random from the list so far:
SMILES	IL-2 act	EPAC1 antagonist	EPAC1 ag	EPAC2 agonist	PLK1 PBD block	WRN inhibitor	CCT modulator	PI5P4Ka inh
CCN(CC)c1ccc(N=Cc2ccccc2[N+](=O)[O-])cc1	-0.2	20%	1%	6%	4%	-35%[57.1 µM]	0.5	-5
Cc1nc(SCC(=O)c2ccc(F)c(F)c2)[nH]c(=O)c1Oc1ccc(Cl)cc1	0.0	-6%	-10%	-3%	?	1%	-3.5	0
COc1ccccc1N1CCN(C(=O)COc2cc(C)cc(C)c2)CC1	-0.4	-11%	-7%	4%	8%	5%	-0.6	10

(continued)
SMILES	IL-2 act	EPAC1 antagonist	EPAC1 ag	EPAC2 agonist	PLK1 PBD block	WRN inhibitor	CCT modulator	PI5P4Ka inh
O=C(O)c1ccccc1N/N=C/c1c(Sc2nnnn2-c2ccccc2)nc2ccccn2c1=O	15	15%	?	-35%[inhibitor]	9%	-9%[11.6 µM]	1.8	-7
CC(=O)NCCSc1ccc(S(=O)(=O)N2CCCC2)cn1	1.0	-9%	4%	6%	-18%	-1%	2.4	-3
O=C(COC(=O)c1cc(=O)c2ccccc2o1)Nc1c(F)c(F)c(F)c(F)c1F	-1.7	9%	5%	4%	-3%	1%	-0.7	-3
O=C(C1CCCCC1)N(CCN1CCCC1)c1nc2ccccc2s1	0.5	-9%	-9%	4%	-3%	7%	-0.1	-5
O=S(=O)(CCSc1ccc(C(F)(F)F)cn1)c1ccc(Cl)cc1	-4.0	-22%	-1%	22%	-1%	-4%	-1.9	14
CC(C)NCC(=O)C12CC3CC(CC(C3)C1)C2	-0.1	-4%	2%	9%	-2%	-1%	1.5	-1
Cc1cccc2cc(CN(Cc3ccc(F)cc3)C(=O)N(C)C)c3nnnn3c12	0.7	-24%	2%	6%	-1%	-12%[57.1 µM]	0.4	-5
Cn1c(CNc2cccc(Cl)c2)nnc1SCC(=O)OC1CCCCC1	-1.9	-12%	0%	4%	-23%	-3%	-1.2	-8
O=C(Nc1cccnc1)C1CC(=O)N(c2ccc(F)cc2)C1 (stereo not drawn)	0.4	-4%	-3%	4%	-1%	5%[57.1 µM]	-2.0	-6
O=C(CCCc1ccccc1)NCCS(=O)(=O)N1CCN(c2ccc(F)cc2)CC1	-5.3	-7%	-2%	-1%	-15%	19%	-4.3	-3
c1cc(-c2ccc3c(c2)CCO3)n2cnnc2c1	-0.2	3%	-1%	-2%	-16%	-6%	0.7	-5
O=C(CNC(=O)c1ccc(Br)cc1)NCc1cccnc1	-0.3	-10%	-1%	8%	-4%	12%	0.3	-8
COc1cccc(CN2C(=O)N(C(C)C)C(N(O)C(=O)NC(C)C)C2(C)C)c1OC (stereo not drawn)	0.3	-15%	-1%	3%	?	1%	-1.8	1
CCN(CC)S(=O)(=O)c1ccc(Oc2ccccc2)c(N)c1	-2.7	-11%	4%	7%	-5%	-12%	1.0	4
CN(CC(=O)Nc1cccc(F)c1)C(=O)c1ccc2c(c1)S(=O)(=O)N=C1CCCCCN12	-0.3	6%	5%	4%	-3%	1%	-1.5	2
CN(C)c1ncc([N+](=O)[O-])cc1C(F)(F)F	1.8	-12%	-3%	2%	-14%	?	-1.7	3
O=C1CCCN1C(=O)COc1ccc([N+](=O)[O-])cc1	1.3	6%	-6%	2%	0%	-4%	-1.3	0
CC(=O)NC1(c2cccc(F)c2)CCN(C(=O)Nc2ccc(C#N)cc2)CC1	0.5	3%	-8%	5%	1%	4%	0.6	-4
